Compound activity from PubChem BioAssay.
FXN GAA850 act: activators of GAA850 frataxin (FXN) promoter | AID 540364 | activation, % at 6 µM | 360,000 tested, 0.56% active | HEK293 lucGAA850 FXN promoter luciferase reporter, 24 h; percent of 10 µM SAHA response;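 active means activation above the average of all compounds screened plus 3 SD, cutoff fixed separately per campaign, cut at about 7.5% in these data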;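 further: 0% = DMSO wells and 100% = 10 µM SAHA wells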
DAX1 inh-1: NR0B1 (DAX1) inhibition; 340,000 tested, 0.99% active; AID 504766; P51843; inhibition, % at 6.75 µM; HEK293 Gal4-DAX1 luciferase reporter, luminescence;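 active means inhibition above the mean over all tested compounds plus 3 SD, cut at about 4.2% in these data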;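 further: 0% = DAX1-transfected cells with DMSO and 100% = empty-vector control cells with DMSO; inhibition shows as a rise in luminescence from relieved DAX1 repression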
ssDAF12 agonist: activators of S. stercoralis DAF-12 nuclear receptor. HEK293 ssDAF-12/GRIP1 lit1-tk-luc reporter, luminescence; % of 3 µM dafachronic acid response. activation, % at 6.8 µM. 370,000 tested, 1% active. AID 652126;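 active means activation above the mean over all tested compounds plus 3 SD, cut at about 0.9% in these data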;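 further: 0% = DMSO-only wells and 100% = 3 µM delta7-dafachronic acid wells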
ADAM10 inh: inhibits human ADAM10 | 370,000 tested, 0.62% active | AID 720582 | O14672 | inhibition, % at 7 µM | recombinant ADAM10, EDANS/DABCYL FRET peptide cleavage, 3 h;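 active means inhibition above a per-campaign cutoff equal to the mean of compounds falling between control-based bounds plus 3 SD, cut at about 20% in these data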;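 further: 0% = DMSO wells while the 100% control is not disclosed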
PLCb3 inh: blocks human PLC-beta3 enzyme activity | Q01970 | Purified PLC-beta3, fluorogenic substrate, fluorescence | inhibition, % at 12.2 µM | 370,000 tested, 0.18% active; in the data active means inhibition above about 11%;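 further: 0% = median of compound wells on plate and 100% = full blocker control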
DAX1 inh-2: blocks DAX1 repression of SF-1 activated StAR promoter. AID 652010. 370,000 tested, 1.1% active. inhibition, % at 6.8 µM. HEK293T StAR-luciferase reporter, SF-1/DAX-1 repression relief;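 active means inhibition above the mean over all tested compounds plus 3 SD, cut at about 3.6% in these data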;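 further: 0% = DAX-1 cells with DMSO and 100% = cells lacking DAX-1 with DMSO; higher inhibition means more luminescence from relief of DAX-1 repression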
hgDAF-12 ag: agonists of H. glycines DAF-12 nuclear receptor; HEK293 GAL4-hgDAF12 UAS-luciferase reporter, agonist luminescence; normalized to butyrate control; activation, % at 6.8 µM; 370,000 tested, 1.8% active;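 active means activation above a cutoff set at the mean of all screened compounds plus 3 SD, cut at about 10% in these data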;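 further: 0% = DMSO wells and 100% = sodium butyrate wells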
ADAM17 inh: ADAM17 inhibition, QFRET primary screen | 370,000 tested, 0.83% active | inhibition, % at 6.95 µM | P78536 | AID 720648 | recombinant ADAM17, EDANS/DABCYL FRET peptide cleavage;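 active means inhibition above the mean of compounds lying between control limits plus 3 SD, set per campaign, cut at about 8.5% in these data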;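 further: 0% = DMSO-only wells as the low control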
sPLA2-III inh: Blocks human group III sPLA2 activity; QFRET BODIPY PC-A2 liposome hydrolysis, fluorescence; Q9NZ20; AID 743126; inhibition, % at 12.2 µM; 370,000 tested, 0.56% active;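 active means inhibition above mean plus 3 SD of compounds lying within the high and low control bounds, cut at about 19% in these data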;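 further: 0% = median of test compound wells and 100% = no enzyme DMSO wells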
hcDAF-12 act: H. contortus DAF-12 activation, primary screen; HEK293 hcDAF-12 lit1-tk-luc reporter, luminescence; 0% DMSO, 100% Δ7-dafachronic acid; activation, % at 6.8 µM; 370,000 tested, 1.4% active; AID 652067;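 active means activation above the mean of all tested compounds plus 3 SD, cut at about 5.5% in these data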;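 further: 100% = response to 3 µM Δ7-dafachronic acid high control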
PLC-gamma1 inh: PLC-gamma1 (human) inhibition, primary screen; purified PLC-gamma1, fluorogenic substrate, fluorescence; inhibition, % at 12.2 µM; 370,000 tested, 0.84% active; AID 720700; in the data active means inhibition above about 9.5%
The depositor's hits bear a star; · = no result given.

Value order – ADAM10 inh, FXN GAA850 act, ssDAF12 agonist, hgDAF-12 ag, PLCb3 inh, sPLA2-III inh, DAX1 inh-2, PLC-gamma1 inh, ADAM17 inh, hcDAF-12 act, DAX1 inh-1
CC(=O)NCCCc1c[nH]c2ccc(Cl)cc12
    -8, 1.2, -0.9, 0.5, 0, -10, -0.3, 0, -4, 0.1, 0.9
O=S(=O)(NC1CCCC1)c1ccc(S(=O)(=O)NC2CCCC2)cc1
    -2, -0.1, -1.7, -1.3, 2, -25, -0.2, -1, -3, -0.5, -1.6
Nc1nc2c(-c3ccc([N+](=O)[O-])cc3)nnn2c2ccccc12
    -2, ·, 0.8, 7.9, -4, 3, 1.9, -6, -3, 1.4, ·
CCc1nc2ccc(C(=O)N3CCNC(=O)C3)cn2c1N(C)CCC(C)C
    -32, -0.2, -1.2, -2.0, 0, 3, -0.2, 0, -8, 2.0, ·
CSc1nc(C)cc(/C=C\c2ccccc2)c1C#N
    -4, 1.8, -1.8, -1.7, -4, 4, 0.1, -1, -3, -0.5, 0.5
C=C1C(C(=O)N2CCN(C)CC2)C1C(=O)N1CCN(C)CC1 (stereo not given)
    12, 0.7, -1.1, -1.2, 6, 1, 1.3, 7, 6, -0.6, -0.2
O=C1C2C3CC(C(Br)C3Br)C2C(=O)N1c1nccs1 (stereo not given)
    10, -0.9, -1.2, -0.3, 4, 1, -0.4, 9, 0, 1.3, ·
CC(C)CN(C(=O)COC(=O)CNC(=O)c1ccccc1F)C1CCS(=O)(=O)C1 (stereo not given)
    3, 0.2, -1.4, -1.0, 2, -3, -0.2, -1, 1, 1.6, 4.2
Cc1ccc(C(=O)Nc2ccc(Cl)cn2)cc1S(=O)(=O)N1CCOCC1
    5, -1.0, -1.4, 3.3, 5, -4, -0.4, 5, 4, 0.2, 0.2
COC(=O)C1CC(=O)N(Cc2ccccc2)C1 (stereo not given)
    4, 0.8, -2.1, -0.2, -3, -2, -0.7, 5, 0, -0.3, 1.3
COc1ccc(-n2ccnc2CN2CCCC(CO)(Cc3cccc(OC)c3)C2)cc1 (stereo not given)
    12, -0.6, -2.1, -0.6, -2, -4, -0.9, -2, 0, -2.5, -0.1
CCN1C[C@@H]2[C@@H]3C(=O)N(Cc4ccccc4)C(=O)[C@@H]3[C@](Cc3ccccc3)(C1=O)N2C(=O)c1ccc(Cl)c(Cl)c1
    -5, -1.4, -0.9, -0.2, -7, -4, 0.3, -4, -3, 3.1, 0.8
OCCCn1c(C(CO)Nc2nc(-c3ccc(Cl)cc3)cs2)nc2ccccc21 (stereo not given)
    3, -0.2, -1.5, -1.3, -6, -31, 0.5, -1, 1, 0.8, -1.2
O=C(NC1=NCCS1)c1sc2cc(Cl)cc(Cl)c2c1Cl
    -1, 0.7, -0.4, 0.4, 2, 3, 0.0, 5, 0, -2.9, 1.3
COc1ccccc1CNS(=O)(=O)c1ccc2c(c1)NC(=O)CS2
    -3, 1.4, -0.6, 3.5, -7, 1, -0.5, -1, -2, 2.1, 0.1
O=C(Cn1nnc(-c2ccccc2)n1)N/N=C/c1cccc([N+](=O)[O-])c1O
    3, 2.3, 0.5, 1.6, -3, -5, 0.1, -3, 1, 1.3, ·
O=C(Cn1cnc2c(cnn2-c2ccccc2)c1=O)N1CCN(c2ccc(F)cc2)CC1
    -3, -2.4, -0.6, -0.8, 1, 5, 0.4, -2, -5, 3.2, -0.1
Cc1cnccc1CN(C)Cc1nc(Cc2ccccc2Cl)no1
    4, 1.7, -2.1, -2.7, -4, -5, -1.8, -3, 2, -1.8, -1.2
C=CCNC(=O)c1onc(CSc2ccc(C)c(C)c2)c1C(=O)O
    -8, -0.9, -1.3, -0.1, -9, -1, 0.4, 0, -5, -0.9, 0.1
CCCCOC(=O)C1=C(C)NC2=C(C(=O)CCC2)C1c1cc(OC)ccc1OC (stereo not given)
    -43, -4.4, -1.2, -1.7, -78, 5, -0.1, -56, -16, -0.6, -0.4
CN(CC/C=C1/c2ccccc2CSc2ccccc21)CCCO
    2, 0.2, -1.0, -0.1, 4, -19, -0.3, 6, 2, -2.3, -0.2
Cc1ccc(S(=O)(=O)N2CCN(C(=O)CN3C(=O)c4ccc([N+](=O)[O-])cc4C3=O)CC2)c(C)c1
    -8, 1.8, -0.6, 0.1, -9, 9, 1.5, 3, -5, -0.9, 0.8
CC(=O)c1ccc(Nc2nc(C(N)CC(C)C)cs2)cc1 (stereo not given)
    -14, -2.2, -1.6, -0.9, -73, 11, -0.2, -61, -2, -2.0, ·
COc1ccc(OC)c(S(=O)(=O)N2CCC(C(=O)Nc3ccccc3)CC2)c1
    -3, -1.5, -0.5, -3.6, 2, -1, -0.9, 0, -2, 0.3, 2.2
O=C(O)c1ccccc1C(=O)NC1CCCCNC1=O (stereo not given)
    -1, -2.1, -2.0, 1.9, -8, 7, 0.1, 0, -3, -1.4, 2.5
CC1CCc2nn(CC(=O)NCCCN3CCCCC3)cc2C1 (stereo not given)
    1, 1.0, -0.7, -1.1, 4, 5, 0.0, 3, 0, 1.9, 1.3
Cc1ccccc1CN(C)Cc1cc(=O)oc2c(C)c(C)ccc12
    1, 2.1, -0.8, 1.0, -6, 1, -0.5, -2, -1, -0.6, -0.8
CCc1sc(N(C(=O)Cc2ccccc2)c2ccccc2F)nc1-c1ccc(C)cc1
    -5, 1.8, -1.1, -0.6, 2, 4, -0.4, -3, -4, -0.4, -0.3
CCc1nnc(NC(=O)COC(=O)CN2C(=O)c3ccccc3C2=O)s1
    1, 0.0, -0.7, -2.2, 0, 3, -1.5, 5, -2, 0.8, 0.9
CCn1cc(/C=C/C(=O)Nc2ccc(C)cc2Br)cn1
    -1, 1.9, -0.4, 3.5, 0, 0, 1.2, -1, -1, -2.2, -1.1
Cc1cc(O)c(C(C)C)cc1N=C1CSC(=O)N1
    -6, 0.2, -0.7, -2.8, -5, -10, -0.1, -1, -5, -0.6, 0.3
CCN=C1NN=C(c2c[nH]c3ccccc23)CS1
    -16, 7.0, 3.7*, 15*, -6, 3, 4.9*, -6, -4, 11*, 1.2
COc1ccc(-c2nn3c(-c4n[nH]c5c4CCC5)nnc3s2)cc1
    -4, ·, -1.6, -5.8, -4, -8, -1.8, -4, 1, -0.8, ·
CC(C)(C)C1CCc2c(sc3nc(SCC(=O)O)nc(N)c23)C1 (stereo not given)
    -60, -6.7, -2.1, -8.4, -8, -9, 1.5, -1, -22, -2.0, 1.0
CN(C)Cc1csc(Nc2ccc(C(=O)c3ccccc3)cc2)n1
    -5, -1.3, -1.6, -0.7, -75, -12, -1.4, -60, -2, -2.2, ·
CC(C)(C)n1nnnc1C(c1ccccc1)N1CCN(c2ncccn2)CC1 (stereo not given)
    -7, ·, -1.1, 2.3, 0, 3, -1.1, 0, -6, 0.6, ·
Cc1ccc(S(=O)(=O)N2C[C@H]3C(=O)C[C@@H](c4ccc(Cl)cc4)N(S(=O)(=O)c4ccc(C)cc4)[C@H]3C[C@H]2c2ccc(Cl)cc2)cc1
    -1, ·, -1.0, 1.2, 0, -11, -0.3, -2, 2, 1.4, ·
Cc1cn(CC(=O)NCc2ccc(N(C)C)cc2)c(=O)[nH]c1=O
    -14, -0.2, -0.8, -2.5, 0, 5, -0.5, 0, -2, 0.1, -1.1
COc1cc(C(=O)NCCC(=O)NC2CCCCC2)cc(OC)c1OC
    -4, 1.6, -0.9, -2.2, -12, 7, -0.3, -4, -5, -2.3, 0.1
CCN(c1ccccc1)S(=O)(=O)c1cc(NC(=O)Nc2ccccc2C#N)ccc1Cl
    -8, 0.1, -1.5, -3.7, -26, -16, -0.8, -21, -4, -2.0, -1.0
CCOC(=O)CC1=NN(c2ccccc2)C(=O)C1=c1sc(=C2SC(C)=C(C)N2CC)c(=O)n1CC
    -5, -0.4, -1.8, 1.1, -6, 2, -0.4, 0, -3, -1.0, 0.5
COC(=O)NNC(=O)C12CC3CC(CC(C3)C1)C2
    5, -1.1, 0.3, -1.1, 5, 0, 0.8, 14*, 1, 4.5, -2.0
O=C1CSC(=S)N1c1cccc(Br)c1
    5, 1.7, -0.6, 0.6, -6, 0, -0.5, 0, -3, 2.3, -1.1
O=C(Nc1cccnc1)c1ccc(N2CCOCC2)c([N+](=O)[O-])c1
    11, 1.0, -1.6, 0.1, 0, 3, 0.0, 2, 2, -1.3, 1.2
Cc1ccc(C)c(NC(=S)NNC(=O)c2csc3c2CCC(C)C3)c1 (stereo not given)
    1, -0.5, -1.8, -1.0, -4, 12, -0.5, -1, 2, -1.0, -1.4
CC1(C)CC(=NO)CC(C)(C)N1
    1, 0.6, -1.5, -1.8, -1, -9, 0.3, -1, 1, -0.7, 1.0
COc1ccc(N2C(=O)CSC23C(=O)N(CC(=O)NC2CCCC2)c2ccccc23)cc1 (stereo not given)
    4, -1.1, -1.2, -0.7, -6, 0, -2.2, 1, -1, -0.3, 0.0
